POLI inh = DNA polymerase iota (human) inhibition; Q9UNA4; Pol iota fluorescent replication assay, 10 min; Potency, µM (doses to about 115 µM), inactives show top-dose activity, negative = inhibition, most hits filed as inhibitors; 1% of 390,000 active; AID 588590
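Pol iota at 10 nM preincubated 15 min with compounds at room temperature; reaction started with fluorescent substrate, 50 nM final. Fluorescence read kinetically at 0 and 10 min; buffer-only wells as negative control.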
JMJD2A Tudor = JMJD2A Tudor domain (human) inhibition; O75164; Potency, µM (highest dose often 114 µM), for the others: top-dose activity change, negative = inhibition, most hits filed as inhibitors; AID 504339; 4.4% of 390,000 active; AlphaScreen JMJD2A-Tudor / H3K4me3 peptide binding; note: % is set by controls: 0 for no effect and ±100 for the full control effect; nearly all actives have a fitted effect of over 50% in size
GLS inh = blocks human kidney-isoform glutaminase activity; GLS enzymatic activity, qHTS titration; Potency, µM (top dose mostly 45.5 µM), for inactives: at the highest dose activity change, negative = inhibition, actives largely listed as inhibitors; 0.21% of 410,000 active; note: % is set by controls: 0 for no effect and ±100 for the full control effect
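hKGA; 45 mM KH2PO4 pH 8.2 + 0.02% Tween-20; cpd via pin tool; 1 mM Gln soln; GluOx/HRP/Amplex Red; RT 30 min; fluor. t0 & final.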
HP1b chromo inh = blocks HP1-beta chromodomain binding to methylated histone tails | Potency, µM (doses to about 114 µM), for the others: at the highest dose activity change, negative = inhibition, most hits filed as inhibitors | AlphaScreen HP1-beta / biotin-H3K9me3 peptide binding | 0.56% of 390,000 active; note: nearly all actives have a fitted effect of over 70% in size; inactives centre near 23
Target sequence (P83916 whole entry, looked up): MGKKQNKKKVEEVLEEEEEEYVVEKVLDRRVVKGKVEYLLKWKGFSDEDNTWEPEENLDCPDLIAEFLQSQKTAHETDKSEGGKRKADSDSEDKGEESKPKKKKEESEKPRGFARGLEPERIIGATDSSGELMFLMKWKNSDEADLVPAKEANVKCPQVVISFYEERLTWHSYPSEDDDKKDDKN
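AlphaScreen: HP1-beta (50 nM) preformed 30 min with biotin-H3(1-18)K9me3 peptide (50 nM) in PBS pH 7.4, 0.01% Tween-20. Compound added for 30 min at RT, then streptavidin donor/nickel chelate acceptor beads (10 ug/mL) for 30 min.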
Pin1 inhibitor = human Pin1 inhibition; Potency, µM (titrated, usually from 115 µM), for inactives: at the highest dose activity, negative = inhibition, hits mostly inhibitors; Q13526; 0.009% of 390,000 active; Pin1 FP peptide displacement, HiFluor488, 10 min; active = well fitted inhibition curve with a large enough effect in the polarisation, with a control signal flat, not every such curve was filed as active; inconclusive = small, poorly fitted or top-dose-only effect, or effect the other way, or a change in a side signal; inactive = no such curve, though single readings can be large or run the other way; the % refers to the polarisation; note: % is set by controls: 0 for no effect and ±100 for the full control effect
BLM inh = blocks DNA unwinding by human BLM helicase; recombinant BLM DNA unwinding, fluorescence dequenching; AID 2528; Potency, µM (series often up to 56.1 µM), for inactives: top-dose activity change, negative = inhibition, actives largely listed as inhibitors; P54132; 0.2% of 350,000 active;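 note: plate controls were vehicle for no effect and no enzyme for full effect; nearly all actives have a fitted effect of over 35% in size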
G9a inh = G9a (human) methyltransferase inhibition; 8.8% of 350,000 active; G9a H3K9 monomethylation, AlphaScreen, 2 h; Q96KQ7; Potency, µM (top dose mostly 102 µM), without a hit: at the top dose activity, negative = inhibition, most hits filed as inhibitors; note: % is set by controls: 0 for no effect and ±100 for the full control effect; nearly all actives have a fitted effect of over 75% in size
Target sequence (Q96KQ7 913-1193 limits assumed): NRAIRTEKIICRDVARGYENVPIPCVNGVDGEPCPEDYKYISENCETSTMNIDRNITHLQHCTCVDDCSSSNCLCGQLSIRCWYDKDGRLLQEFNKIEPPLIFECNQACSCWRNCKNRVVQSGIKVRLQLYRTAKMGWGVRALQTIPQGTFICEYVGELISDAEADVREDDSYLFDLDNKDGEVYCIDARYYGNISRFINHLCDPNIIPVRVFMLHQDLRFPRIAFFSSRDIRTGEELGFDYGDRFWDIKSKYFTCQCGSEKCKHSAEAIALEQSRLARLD
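Enzyme 20 nM + cpd, 15 min RT; add b-H3K9 pep 500 nM / SAM 20 uM; 2 h RT; anti-H3K9me1 Ab 0.5 ug/mL + SA donor / anti-rabbit acceptor beads 20 ug/mL each, 10 min; AlphaScreen read.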
Tb PGK inh = blocks T. brucei phosphoglycerate kinase. Potency, µM (top dose mostly 57.5 µM), for inactives: at the highest dose activity change, negative = inhibition, hits mostly inhibitors. 0.043% of 380,000 active. PGK/GAPDH coupled, Kinase-Glo luminescence, 60 min. AID 602233; note: % is set by controls: 0 for no effect and ±100 for the full control effect; nearly all actives have a fitted effect of over 60% in size
Target sequence (P07378 whole entry, looked up): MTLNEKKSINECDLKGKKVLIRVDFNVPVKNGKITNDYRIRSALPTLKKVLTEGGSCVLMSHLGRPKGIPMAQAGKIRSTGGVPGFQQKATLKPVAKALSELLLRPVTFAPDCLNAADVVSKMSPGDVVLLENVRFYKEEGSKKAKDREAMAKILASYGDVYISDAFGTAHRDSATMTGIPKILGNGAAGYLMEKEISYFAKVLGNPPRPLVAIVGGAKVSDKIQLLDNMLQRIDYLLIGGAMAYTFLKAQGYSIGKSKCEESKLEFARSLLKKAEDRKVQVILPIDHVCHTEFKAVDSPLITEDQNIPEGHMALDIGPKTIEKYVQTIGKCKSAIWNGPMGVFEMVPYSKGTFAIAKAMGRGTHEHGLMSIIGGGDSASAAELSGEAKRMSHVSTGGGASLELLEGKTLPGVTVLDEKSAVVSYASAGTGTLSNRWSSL
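Luminescent ATP detection (Kinase-Glo Plus) follows a 60-minute room-temperature incubation, with wells lacking PGK as controls. Buffer: 100 mM TEA (pH 7.6), 5 mM MgCl2, 0.01% Tween-20. Coupling enzyme GAPDH (100 nM final) supplies unstable 1,3-BPG in-well.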
BAZ2B block = inhibitors of human BAZ2B bromodomain | AlphaScreen BAZ2B-H3K14Ac peptide displacement | Potency, µM (doses to about 114 µM), without a hit: at the highest dose activity change, negative = inhibition, actives largely listed as inhibitors | Q9UIF8 | 4.4% of 360,000 active; note: % is set by controls: 0 for no effect and ±100 for the full control effect; nearly all actives have a fitted effect of over 60% in size
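Compounds, titrated to a top concentration of 110 uM, were incubated 30 min at room temperature with preformed BAZ2B/acetyl-K14 H3 peptide complex (50 nM each). Proximity signal was measured by AlphaScreen after 20 min with beads.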
Starred values were filed as active, the others as inactive; i = inactive; ? = inconclusive; . = no result given; [ ] = remark or other dose. Unless noted, calls come from the whole dose curve; as a rule, active = well fitted curve in the direction sought with a large enough effect; inconclusive = small, poorly fitted or top-dose-only effect, or another doubt; inactive = no such curve, though single readings can be large; an effect the other way counts as inactive or inconclusive. Potency is the fitted concentration of half-maximal effect. A portion of the library; count on the stated rates, not on these rows.

Value order – Tb PGK inh	BAZ2B block	Pin1 inhibitor	JMJD2A Tudor	BLM inh	HP1b chromo inh	POLI inh	GLS inh	G9a inh
1: COC(=O)CSc1nnc(-c2ccco2)o1
→ -6%	8%	-7%	1%	-1%	?	-24%	0%	12%[59 µM]
2: COc1ccc(S(=O)(=O)N2CCN(Cc3ccc4c(c3)OCO4)CC2)cc1F
→ 1%	-17%	?	-24%	-11%	30%[57 µM]	?	-25%	22%
3: CC[C@]12c3[nH]c4ccccc4c3CCN1C(=O)C(CC(=O)NC(C)(C)C)C[C@@H]2C(=O)N1CCN(C(=O)C2CC2)CC1 (stereo partly specified)
→ 2%	.	-1%	-17%	.	17%	-10%	2%	.
4: CC1=C(C(=O)Nc2ccc(C)cc2C)C(c2ccc(C(=O)O)cc2)n2nc(SCc3ccccc3)nc2N1 (stereo unspecified)
→ 11%	-1%	5%	-10%	-1%	25%	?	24%	-4%[59 µM]
5: CC1CCN(C(=O)c2[nH]cnc2C(=O)NCCCCCNC(=O)OC(C)(C)C)CC1
→ i	3%	6%	-23%	.	12%	13%	-3%	-10%[2.33 µM]
6: C=C(C)CN1C(=O)c2ccccc2C1=O
→ 1%[11.5 µM]	2%	-1%	0%	0%	23%	2%	0%	5%[59 µM]
7: O=C(COC(=O)c1ccc(O)cc1)NCC1CCCO1 (stereo unspecified)
→ 6%	.	-2%	6%	0%	34%	90%[activator]	7%	-21%
8: CCOc1ccc(CNC(=O)c2[nH]c3ccccc3c2Sc2ccc(C)cc2)cc1
→ -6%	-33%	1%	-8%	6%	64%[activator]	22%	-2%	-9%[59 µM]
9: Cc1ccc(NC(=O)CCC(=O)N/N=C/c2cc([N+](=O)[O-])ccc2O)cc1
→ -9%	8%	1%	-24%	-8%	22%	13%	2%	9%
10: CCc1nn2c(=O)cc(CSCC(=O)Nc3ccccc3Cl)nc2s1
→ -6%	-6%	-7%	-10%	-1%	30%	28%	0%	.
11: O=C(NNC(=O)C1[C@H]2CCCC[C@@H]12)c1ccc(=O)oc1 (stereo partly specified)
→ -8%	7%	?	-27%	-16%	33%	22µM*	6%	.
12: Cc1ccc(C(C(=O)NCc2ccccc2)N(C(=O)c2csnn2)C2CC2)cc1 (stereo unspecified)
→ 9%	-4%	2%	-6%	-6%	20%	26%	0%	10%
13: CCCn1nnnc1NCc1cc(Br)ccc1OC
→ 2%	-37%	-2%	0%	-9%	35%	56%[activator]	1%	1%
14: N/C(=N\N=C\c1cccc([N+](=O)[O-])c1)c1nonc1N
→ 6%	14%	0%	-7%	8%	17%	?	13%	6%
15: O=C(Cn1c(=O)cnc2ccccc21)N1CCN(S(=O)(=O)c2ccc(F)cc2)CC1
→ -11%	4%	2%	-12%	.	21%	10%	0%	-27%[12.7 µM]
16: Cc1cc([N+](=O)[O-])ccc1NC(=O)C1CCCO1 (stereo unspecified)
→ 0%	7%	0%	-9%	-15%	22%	6%	3%	-3%[59 µM]
17: CCCCOC(=O)c1ccc(NC(=O)c2ccoc2C)cc1
→ -2%	5%	?	-17%	-9%	31%	7%	3%	-3%[12.7 µM]
18: Cc1ccccc1OCC(=O)NNC(=O)C1CCCCC1C(=O)O (stereo unspecified)
→ i	6%	-10%	-13%	3%	37%	10%	-7%	?
19: CCOc1cc(N2CCOCC2)c(OCC)cc1NCC(=O)N1CCN(Cc2ccccc2)CC1
→ -4%	20µM*	?	0.79µM*	3%	20µM*	52%[activator]	26%	.
20: Cc1cc(S(=O)(=O)Nc2ccc3[nH]c(=O)sc3c2)ccc1F
→ -4%	-4%	-4%	-17%	-1%	12%[57 µM]	-6%	3%	-6%[59 µM]

The closing four compounds of the part above lead into the next:
Value order – Tb PGK inh	BAZ2B block	Pin1 inhibitor	JMJD2A Tudor	BLM inh	HP1b chromo inh	POLI inh	GLS inh	G9a inh
17: CCCCOC(=O)c1ccc(NC(=O)c2ccoc2C)cc1
→ -2%	5%	?	-17%	-9%	31%	7%	3%	-3%[12.7 µM]
18: Cc1ccccc1OCC(=O)NNC(=O)C1CCCCC1C(=O)O (stereo unspecified)
→ i	6%	-10%	-13%	3%	37%	10%	-7%	?
19: CCOc1cc(N2CCOCC2)c(OCC)cc1NCC(=O)N1CCN(Cc2ccccc2)CC1
→ -4%	20µM*	?	0.79µM*	3%	20µM*	52%[activator]	26%	.
20: Cc1cc(S(=O)(=O)Nc2ccc3[nH]c(=O)sc3c2)ccc1F
→ -4%	-4%	-4%	-17%	-1%	12%[57 µM]	-6%	3%	-6%[59 µM]
21: CC(=O)Nc1ccc2nc(NC(=O)COc3ccc(C)cc3)sc2c1
→ -3%	-9%	34%[activator]	-20%	-6%	4%	?	-1%	2%[59 µM]
22: O=C(NCc1ccccc1)c1cc2ccc3cccnc3c2[nH]1
→ -2%	1%[57.1 µM]	-3%	4%	-1%	32%	-13%	2%	-5%[59 µM]
23: O=C(c1cc(-c2cccc(O)c2)on1)N1CCCCCC1
→ -2%	2%	-2%	-1%	-7%	36%	69%[activator]	13%	?
24: O=C(CNc1cccc(C(F)(F)F)c1)N/N=C/C1CCCCC1
→ -6%	-4%	-4%	-17%	-2%	46%[activator]	30%	19%	13%[59 µM]
25: O=C1/C(=C/c2ccc(O)cc2)COc2ccccc21
→ -5%	-14%	-3%	-26%	-3%	-4%	?	3%	?
26: CN(C)/C=C1/C=C(C=O)OC1=O
→ -1%	-2%	7%	-6%	1%	36%[activator]	136%[activator]	26%	7%
27: NC(=S)N/N=C\c1c(OCc2ccccc2Cl)ccc2ccccc12
→ 0%	?	12%	?	-10%	2%	3%	22%	-43%
28: COc1ccccc1C(=O)NNC(=O)C(=O)Nc1ccc(C)c(Cl)c1
→ -1%	-22%	93%[activator]	-15%	-6%	-20%[57 µM]	-11%	-4%	-6%
29: Cc1ccc2oc(-c3cccc(NC(=O)c4cccc5c(Br)cccc45)c3)nc2c1
→ -5%	4%	0%	6%	0%	38%	-6%	-1%	-47%[59 µM]
30: O=C(Nc1nccs1)c1ccc(N2CCOCC2)c([N+](=O)[O-])c1
→ 8%	-38%	-4%	-23%	0%	16%	0%	5%	?
31: CC(=O)N1CCc2cc(NS(=O)(=O)c3cccs3)ccc21
→ -8%	-2%	0%	-9%	-1%	11%	-2%	29%	8%[59 µM]
32: CCc1cccc(CC)c1NS(=O)(=O)c1ccc2c(c1)CCN2C(=O)C1CC1
→ 1%	.	49%[activator]	1%	-2%	33%	31%[activator]	8%	1%[59 µM]
33: CCOC(=O)CSc1nc2nc(C)cc(C)n2n1
→ 3%	0%	-12%	-8%	3%	52%[activator]	-9%	0%	2%[59 µM]
34: CCc1nn(CC(=O)NCCc2ccc(Cl)cc2)c(=O)c2cc3c(OC)cccc3n12
→ -5%	-10%	-1%	-17%	-7%	9%	4%	-4%	-6%[59 µM]
35: COc1ccc(-c2nc(CN3CCCCC3c3nccn3C)c(C)o2)c(C)c1C (stereo unspecified)
→ 0%	?	2%	?	-1%	9%	62%[activator]	1%	-40%
36: CCC(C)[C@H](NC(=O)NCc1cccnc1)C(=O)OC (stereo partly specified)
→ -1%	1%	-3%	0%	-1%	35%[activator]	45%[activator]	0%	-12%
37: CCOc1ccc(CN2C(=O)c3ccccc3Sc3ccc(C(=O)N4CCN(C)CC4)cc32)cc1
→ i	.	-5%	?	-2%	-4%	-17%	-8%	-7%[59 µM]
38: CCOc1ccc(S(=O)(=O)c2cn(Cc3ccccc3C)c3ccc(OC)cc3c2=O)cc1
→ -1%	-3%	8%	-7%	-5%	42%[activator]	-27%	-3%	5%[59 µM]
39: COc1ccc(NC(=O)CCCn2cnc3ccccc3c2=O)c(OC)c1
→ -6%	-10%	-1%	-18%	0%	4%	-19%	0%	-2%
40: Cc1ccc(NC(=S)N2CC(C)OC(C)C2)cc1C (stereo unspecified)
→ i	-6%	-6%	-16%	3%	28%	33%	15%	?
41: CC(C)CCn1c(O)c(N=NC(=O)Cn2ccc(C(F)(F)F)n2)c2ccccc21
→ -1%	3%	1%	50µM*	1%	4%	187%[activator]	?	-9%[59 µM]
42: COc1ccc(O)c(C(=O)c2cc(C(=O)NCCc3ccccc3)c(=O)n(CCc3ccccc3)c2)c1
→ -8%	?	3%	?	-7%	?	21%	6%	8.9µM*
43: CC(NC1=CC(=O)c2cccnc2C1=O)C(O)c1ccccc1 (stereo unspecified)
→ i	.	-10%	56µM*	.	-18%	4.5µM*	0%	.
44: Cc1ccc(C)c(-n2c(-c3ccncc3)n[nH]c2=S)c1
→ 1%	-20%	2%	11µM*	0%	27%	135%[activator]	4%	16µM*
45: Cc1ccc(SCC(=O)Nc2ccc3oc(-c4cccc(Cl)c4)nc3c2)cc1
→ .	2%	12%	-12%	-4%	29%	15%	-1%	-6%[59 µM]
46: Cc1cccc(N2CCN(C(=O)COc3ccc4c(C)cc(=O)oc4c3C)CC2)c1C
→ -7%	-20%	-1%	-14%	-6%	35%	-15%	-5%	-8%
47: O=C(CSc1nc(-c2ccccc2)cs1)Nc1nccs1
→ -1%	?	17%	-10%	-6%	30%	?	-2%	?
48: Cc1nc(-c2ccccc2)cc(N2CCCC2)n1
→ 1%	10%	-4%	-7%	1%	23%	14%	0%	10%[59 µM]
49: O=C1C2C(C(=O)N1CCN1CCN(Cc3ccc([N+](=O)[O-])cc3)CC1)[C@H]1C=C[C@@H]2C1 (stereo partly specified)
→ -1%	-4%	7%	-11%	-1%	10%	129%[activator]	-3%	-4%
50: CC(=O)c1ccc(NC(=O)C2CCC(C)(C(=O)O)C2(C)C)cc1 (stereo unspecified)
→ -8%	-31%	-1%	-16%	0%	16%	9%	0%	?

Bioassay records deposited in PubChem BioAssay by National Center for Advancing Translational Sciences (NCATS).
